Screening data: PubChem, Broad Institute
CAL PDZ FP-1 – blocks peptide binding to human CAL PDZ domain. purified CAL PDZ, TMR-peptide fluorescence polarization, 1 h. 330,000 tested, 0.02% active. Q9HD26. inhibition, % at 20 µM. AID 504414;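 active = highest replicate inhibition of at least 40%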;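 also: plate controls were DMSO neutral control wells for no effect and unlabeled competitor peptide control wells for full effect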
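material = purified tagged CAL PDZ domain construct (CerCALP) | buffer or medium = sodium phosphate/NaCl buffer pH 7.4 with TCEP, IgG, Thesit | reagent = TMR-labelled reporter peptide T*-PRC34 bound in PDZ groove | incubation = 1 h room-temperature incubation prior to read | measured by = fluorescence polarization (mP) | evaluation = percent inhibition from loss of millipolarization | control set = unlabelled peptide and DMSO controls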
SR-BI DiI inh – mouse SR-BI HDL lipid transfer inhibition. AID 488896. ldlA[mSR-BI] CHO cells, DiI-HDL uptake fluorescence, 3 h. Q61009. 320,000 tested, 0.96% active. inhibition, % at 12.5 µM;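 active = mean replicate inhibition of at least 70% and a set share of replicates each scoring 70 or more; inconclusive = meets just one of the two criteria; inactive = fails both criteria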;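 also: 0% = median of neutral control wells and 100% = median of positive control wells; values of inactives mirror those of a sister screen read the other way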
NSD2 inh – NSD2 (human) methyltransferase inhibition; NSD2 peptide methylation, AlphaScreen, 120 min; AID 743445; 310,000 tested, 0.54% active; O96028; inhibition, % at 12.5 µM; in the data active = inhibition above about 50%
Target sequence (O96028 whole entry, looked up): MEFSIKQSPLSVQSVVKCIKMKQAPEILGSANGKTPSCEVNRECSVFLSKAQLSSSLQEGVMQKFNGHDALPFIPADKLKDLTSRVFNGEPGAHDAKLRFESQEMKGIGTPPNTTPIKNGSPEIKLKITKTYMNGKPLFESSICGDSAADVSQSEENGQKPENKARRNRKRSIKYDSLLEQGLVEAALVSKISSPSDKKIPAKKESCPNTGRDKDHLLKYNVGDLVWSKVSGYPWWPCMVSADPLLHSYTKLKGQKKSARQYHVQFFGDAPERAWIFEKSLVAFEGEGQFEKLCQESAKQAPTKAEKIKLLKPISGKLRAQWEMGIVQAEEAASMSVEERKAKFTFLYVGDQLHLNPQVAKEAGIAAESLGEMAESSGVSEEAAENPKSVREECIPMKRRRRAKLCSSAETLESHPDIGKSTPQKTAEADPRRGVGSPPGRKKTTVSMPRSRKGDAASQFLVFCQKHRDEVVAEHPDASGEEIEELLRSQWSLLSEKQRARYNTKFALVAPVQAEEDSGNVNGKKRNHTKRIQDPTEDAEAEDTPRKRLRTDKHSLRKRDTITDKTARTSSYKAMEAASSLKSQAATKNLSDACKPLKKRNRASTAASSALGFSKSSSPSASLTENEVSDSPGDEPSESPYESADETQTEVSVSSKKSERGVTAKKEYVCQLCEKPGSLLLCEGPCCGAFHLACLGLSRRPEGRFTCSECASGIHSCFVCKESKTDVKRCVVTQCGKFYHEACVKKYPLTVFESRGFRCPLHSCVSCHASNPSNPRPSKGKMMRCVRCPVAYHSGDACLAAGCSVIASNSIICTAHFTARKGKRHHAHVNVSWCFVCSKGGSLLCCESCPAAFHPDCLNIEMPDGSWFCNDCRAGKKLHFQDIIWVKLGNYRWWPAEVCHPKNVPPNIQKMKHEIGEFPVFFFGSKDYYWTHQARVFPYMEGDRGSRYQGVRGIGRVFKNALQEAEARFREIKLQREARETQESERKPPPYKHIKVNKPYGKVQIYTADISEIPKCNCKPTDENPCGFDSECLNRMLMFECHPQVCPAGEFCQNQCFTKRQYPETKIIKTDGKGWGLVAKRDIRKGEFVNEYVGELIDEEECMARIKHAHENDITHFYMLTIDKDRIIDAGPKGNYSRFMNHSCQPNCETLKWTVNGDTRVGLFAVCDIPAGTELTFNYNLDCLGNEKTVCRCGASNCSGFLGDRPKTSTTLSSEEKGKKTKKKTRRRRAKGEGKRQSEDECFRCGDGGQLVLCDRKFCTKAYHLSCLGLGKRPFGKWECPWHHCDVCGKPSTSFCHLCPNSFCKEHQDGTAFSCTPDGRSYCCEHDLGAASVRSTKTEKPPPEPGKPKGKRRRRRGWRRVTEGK
PfHsp90 yeast 2 – inhibits growth of yeast expressing Plasmodium falciparum Hsp90; inhibition, % at 9.4 µM; S. cerevisiae expressing PfHsp90, BacTiter-Glo ATP, 48 h; yeast lacking PDR1 and PDR3 efflux regulators; 310,000 tested, 0.32% active; AID 504621;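 active = every replicate shows inhibition above about 80%, whatever the replicate mean, limit read from the data; inconclusive = mean inhibition reaches the set limit but some replicate falls short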;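 also: 0% = DMSO neutral controls and 100% = 20 µM radicicol positive controls; yeast relying on Plasmodium falciparum Hsp90 in place of its own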
SR-BI uptake up – SR-BI HDL lipid transfer activation; CHO ldlA[mSR-BI] cells, DiI-HDL uptake fluorescence, 3 h; 100 = double the neutral-control signal; activation, % at 12.5 µM; 320,000 tested, 0.096% active; AID 504775;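 active = mean replicate activation of at least 60% and every replicate at or above 60%; inconclusive = mean or all-replicate condition met, but not both; inactive = mean below 60% and not all replicates reaching 60%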;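 also: 0% = median plate neutral-control signal and 100% = twice that signal; values of inactives mirror those of a sister screen read the other way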
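system = CHO ldlA[mSR-BI] cells, LDL receptor-null, SR-BI overexpressing | medium = Ham's F12 with 0.5% BSA, HEPES 25 mM, pH 7.4 | probe or stimulus = DiI-HDL 10 µg/mL | compound dosing = single-point compound dose | incubation = compound exposure 3 h, 37 °C | technique = DiI fluorescence, bottom read | read-out = cell-associated DiI fluorescence as measure of HDL uptake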
PvdQ acylase – P. aeruginosa PvdQ acylase inhibition; 340,000 tested, 0.063% active; purified PvdQ acylase, fluorescence plate reader; inhibition, % at 10 µM; AID 488965; in the data active = inhibition above about 30%, passing the limit was not always enough; inconclusive = no clear call, values can overlap the other calls;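 also: 0% = vehicle neutral wells and 100% = reference inhibitor wells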
CAL PDZ FP-2 – inhibitors of human CAL PDZ peptide binding; 300,000 tested, 0.92% active; purified CAL PDZ, TMR-peptide fluorescence polarization, 1 h; inhibition, % at 24.9 µM; AID 602252; Q9HD26;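 active = mean inhibition of at least 30% with at least half of replicates also reaching 30%; inconclusive = no clear call, values can overlap the other calls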;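 also: 0% = DMSO neutral control and 100% = excess unlabeled competitor peptide PRC23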
dFosB act – mouse delta FosB homodimer activation; P13346; purified delta FosB, TAMRA-CDK5 oligo fluorescence polarization; percent of positive-control signal above neutral wells; activation, % at 25 µM; 340,000 tested, 0.99% active;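 active = mean activation above about 17%, with every replicate also reaching it, limit read from the data, passing the limit was not always enough; inconclusive = only one of the two conditions met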;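 also: fluorescence polarization rise as delta FosB binds a TAMRA Cdk5 AP-1 oligo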
Rtt109 Vps75 – blocks Candida albicans Rtt109/Vps75 acetyltransferase activity; Q5AAJ8; inhibition, % at 34.9 µM; 330,000 tested, 0.16% active; purified Rtt109/Vps75, ThioGlo CoA-SH fluorescence, 4 h;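 active = inhibition of at least 50% in every replicate; inconclusive = best replicate reaches 50% inhibition but some replicates fall short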
MITF TRPM1 HTS – increases MITF-driven TRPM1 promoter luciferase signal. SK-MEL-5 TRPM1-promoter luciferase, 24 h; % of positive control, neutral wells = 0. activation, % at 12.5 µM. 300,000 tested, 0.75% active;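 active = mean activation of at least 80% with every replicate also reaching 80%; inconclusive = mean reaches 80% but some replicate falls short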;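 also: 0% = neutral control wells and 100% = parthenolide positive control wells; values of inactives mirror those of a sister screen read the other way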
* hit, by the source's call; ? = inconclusive; · = no result given.

#	mol	CAL PDZ FP-1	SR-BI DiI inh	NSD2 inh	PfHsp90 yeast 2	SR-BI uptake up
1	O=C(NCc1ccco1)C12CC3CC(CC(C3)C1)C2	-2.3	-4	11	-6	4
2	CCCCN1C(=N)N([C@@H](CCC)CN2CCC[C@H]2CN2C(N)=NC[C@H]2CC(C)C)C[C@H]1Cc1ccccc1	0.3	14	·	-2	-14
3	Cc1cc(=O)oc(C)c1C(=O)Nc1cccc2nonc12	0.4	-12	11	-4	12
4	COCc1cc(N2CCOCC2)nc(SCc2ccc(Cl)cc2)n1	-0.5	3	-4	12	-3
5	Cc1ccc(C(=O)CSc2nnc(-c3ccccc3N)n2C)cc1	·	2	0	11	-2
6	O=C(CCC1CCCN(C(=O)c2ccco2)C1)NCc1ccccc1F (stereo unspecified)	-1.4	-8	0	13	8
7	CC1CC(=O)C2=C(C1)Nc1ccccc1N(C(=O)COc1ccccc1)C2c1ccco1 (stereo unspecified)	-0.1	-23	-1	-23	23
8	Nc1ccc(CC2SC(=O)NC2=O)cc1 (stereo unspecified)	-3.2	7	3	-3	-7

#	PvdQ acylase	CAL PDZ FP-2	dFosB act	Rtt109 Vps75	MITF TRPM1 HTS
1	-10	-3	-4	-31	3
2	-2	-4	9	10	7
3	5	-3	1	-2	-5
4	-11	·	-16	1	-1
5	-13	37*	-1	-11	11
6	-11	1	-1	-5	-7
7	3	-5	-7	9	-5
8	-15	-5	-10	-17	-5

Limited to PvdQ acylase, for 6 of the compounds above:
| entry | smiles | PvdQ acylase |
| --- | --- | --- |
| 7 | CC1CC(=O)C2=C(C1)Nc1ccccc1N(C(=O)COc1ccccc1)C2c1ccco1 (stereo unspecified) | 3 |
| 2 | CCCCN1C(=N)N([C@@H](CCC)CN2CCC[C@H]2CN2C(N)=NC[C@H]2CC(C)C)C[C@H]1Cc1ccccc1 | -2 |
| 6 | O=C(CCC1CCCN(C(=O)c2ccco2)C1)NCc1ccccc1F (stereo unspecified) | -11 |
| 8 | Nc1ccc(CC2SC(=O)NC2=O)cc1 (stereo unspecified) | -15 |
| 5 | Cc1ccc(C(=O)CSc2nnc(-c3ccccc3N)n2C)cc1 | -13 |
| 4 | COCc1cc(N2CCOCC2)nc(SCc2ccc(Cl)cc2)n1 | -11 |

New compounds follow
#	mol	CAL PDZ FP-1	SR-BI DiI inh	NSD2 inh	PfHsp90 yeast 2	SR-BI uptake up
9	COC(=O)c1ccc(CSc2nc3ccccc3c(=O)n2C)o1	-3.3	·	0	-25	·
10	CC(NC(=O)C(NC(=O)C(Cc1c[nH]c2ccccc12)NC(=O)OC(C)(C)C)C(C)C)C(N)=O (stereo unspecified)	-2.9	-16	-2	29	16
11	O=C(O)c1cc(NC(=O)c2ccccc2[N+](=O)[O-])ccc1O	-1.2	5	1	-18	-5
12	NC(=O)c1ccccc1NC(=O)CCn1c(=S)oc2ccccc21	-0.9	-40	-1	11	40
13	CC(C)Sc1nnc(SCC(=O)NCCCN2CCCC2=O)s1	0.0	-15	-4	-22	15
14	CCc1ccc2nc(N(CCN(C)C)C(=O)/C=C/c3cccs3)sc2c1	-1.0	5	0	12	-5
15	CCn1c(SCC(=O)Nc2cc(C)on2)nc2c1c(=O)n(C)c(=O)n2C	-2.6	-47	0	·	47
16	O=C(COc1ccc(S(=O)(=O)N2CCOCC2)cc1Cl)NCCCn1ccnc1	-0.9	-10	0	12	10

#	PvdQ acylase	CAL PDZ FP-2	dFosB act	Rtt109 Vps75	MITF TRPM1 HTS
9	-7	-6	-11	-5	13
10	-4	0	-4	1	-4
11	-1	-2	-3	13	1
12	-6	·	0	-1	5
13	-12	44*	0	-4	6
14	-2	-2	3	-9	-7
15	-2	·	-10	-3	1
16	3	-4	-5	-2	-6

Single records (already shown). Order of screens: CAL PDZ FP-1, SR-BI DiI inh, NSD2 inh, PfHsp90 yeast 2, SR-BI uptake up, PvdQ acylase, CAL PDZ FP-2, dFosB act, Rtt109 Vps75, MITF TRPM1 HTS
Entry for CC(C)Sc1nnc(SCC(=O)NCCCN2CCCC2=O)s1 → 0.0, -15, -4, -22, 15, -12, 44*, 0, -4, 6
Entry for COC(=O)c1ccc(CSc2nc3ccccc3c(=O)n2C)o1 → -3.3, ·, 0, -25, ·, -7, -6, -11, -5, 13

Next entries:
#	mol	CAL PDZ FP-1	SR-BI DiI inh	NSD2 inh	PfHsp90 yeast 2	SR-BI uptake up
17	CC(=O)OCCCN(C)CC/C=C1/c2ccccc2CSc2ccccc21	-2.9	-5	12	0	5
18	c1ccc(Nc2nc(CSc3ncn[nH]3)cs2)cc1	0.6	-7	2	24	7
19	CC1CC(=O)N(C)c2cc([N+](=O)[O-])ccc2N1 (stereo unspecified)	-0.3	·	-1	·	·
20	COC(=O)c1cc(NC(=O)Cn2c(=O)oc3ccccc32)cc(C(=O)OC)c1	-1.5	·	7	-21	·
21	c1ccc(-c2cc(-c3nnc4sc(-c5ccccn5)nn34)[nH]n2)cc1	-1.6	8	2	·	-8
22	COc1cccc(NC(=O)Nc2c(C)n(C)n(-c3ccccc3)c2=O)c1	-0.3	-2	-1	9	2
23	O=C(CCCOc1ccccc1)NCCc1nc2ccccc2[nH]1	-0.3	-21	-2	-7	21
24	O=C(COc1ccc(F)cc1Br)NCC1(N2CCCCC2)CCCCC1	-0.2	-13	-2	-4	13

#	PvdQ acylase	CAL PDZ FP-2	dFosB act	Rtt109 Vps75	MITF TRPM1 HTS
17	-20	-7	-2	4	·
18	-27	-4	-4	4	40
19	-7	3	-5	-1	3
20	-17	-7	5	6	-10
21	-11	-1	-3	8	-4
22	-3	-2	-11	-10	-6
23	-8	·	0	9	-17
24	-14	-6	6	0	10

(next part)
#	mol	CAL PDZ FP-1	SR-BI DiI inh	NSD2 inh	PfHsp90 yeast 2	SR-BI uptake up
25	O=C(Nc1cccc(C(=O)N2CCCC2)c1)C1CCC1	-1.3	-38	·	-1	38
26	CCOC(=O)c1ccc(NC(=O)CCc2nc(-c3ccccc3)no2)cc1	-0.6	-131	1	-7	?
27	CC1=CC(=O)N(c2ccn(C)n2)C1=O	0.4	-9	-3	12	9
28	COC(=O)C(NC(=O)c1ccccc1)=C(C)C	-2.8	-14	2	29	14
29	Cc1c(C(=O)N2CCN(CCc3ccccn3)CC2)oc2ccc(F)cc12	-2.1	-16	3	5	16
30	CN(CC(=O)NCCc1ccc(S(N)(=O)=O)cc1)S(=O)(=O)c1cccc2nsnc12	0.6	7	-1	-10	-7
31	COC(=O)CCCC1=CC2=CC(=O)C(C)(OC(=O)c3cccs3)C(=O)C2=CN1Cc1ccco1 (stereo unspecified)	-0.3	-26	·	-9	26
32	CCOc1ccc(N(Cc2ccc(OC)c(OC)c2)C(=O)c2ccco2)cc1	-0.8	-14	4	7	14

#	PvdQ acylase	CAL PDZ FP-2	dFosB act	Rtt109 Vps75	MITF TRPM1 HTS
25	1	-2	5	3	3
26	-8	2	-5	12	2
27	-13	-3	-4	4	10
28	-14	0	5	-6	1
29	6	-2	-6	7	10
30	14	0	-1	10	10
31	-12	-7	-20	6	-4
32	7	·	-6	-12	·

Going on with the list:
#	mol	CAL PDZ FP-1	SR-BI DiI inh	NSD2 inh	PfHsp90 yeast 2	SR-BI uptake up
33	CCCCOC(=O)Nc1ccc(S(=O)(=O)Nc2onc(C)c2C)cc1	-2.3	-3	-2	-17	3
34	CC(=O)Nc1nc2ccccc2n1Cc1ccc(Cl)cc1	-2.1	-4	1	6	4
35	CCN(CC)CCNC(=O)c1cc2c(-c3ccc(Cl)cc3)nn(C)c2s1	-16	69	·	18	-69
36	O=C(N/N=C/c1ccc(OC(=O)c2ccccc2Cl)cc1)c1cc(O)cc(O)c1	-3.3	19	9	0	-19
37	CNC(=O)N1c2ccccc2C=Cc2ccccc21	·	-32	-3	-3	32
38	O=C(CN(c1ccc2c(c1)OCCO2)S(=O)(=O)c1ccccc1)NCC1CCCO1 (stereo unspecified)	-2.6	-26	-2	-10	26
39	CCCCCOC(=O)C1=C(C)Nc2ncnn2C1c1cccs1 (stereo unspecified)	-3.2	28	-5	-1	-28
40	O=C(Nc1ccc(-n2cccn2)cc1)C1CCCCN1Cc1cccc2cccnc12 (stereo unspecified)	-1.3	16	2	2	-16
41	O=C1C[C@@H]2CCN3C(=O)CCC[C@@H]([C@H]23)[C@H]1Cc1ccccc1	0.0	-24	·	-4	24
42	O=C(Nc1ccc(Cn2ccnc2)cc1)c1cccc(C(F)(F)F)c1	-1.4	4	2	1	-4

#	PvdQ acylase	CAL PDZ FP-2	dFosB act	Rtt109 Vps75	MITF TRPM1 HTS
33	-22	-1	-4	·	12
34	-6	5	0	-18	-14
35	-19	·	-66	44	-61
36	17	0	-18	7	8
37	-21	-2	0	0	0
38	-3	-1	0	-3	1
39	10	2	-3	19	-7
40	0	2	-4	17	1
41	-1	-1	10	2	-8
42	-16	-2	-16	-3	10

Pulled by compound from the list above:
#	mol	CAL PDZ FP-1	SR-BI DiI inh	NSD2 inh	PfHsp90 yeast 2	SR-BI uptake up
12	NC(=O)c1ccccc1NC(=O)CCn1c(=S)oc2ccccc21	-0.9	-40	-1	11	40
41	O=C1C[C@@H]2CCN3C(=O)CCC[C@@H]([C@H]23)[C@H]1Cc1ccccc1	0.0	-24	·	-4	24

#	PvdQ acylase	CAL PDZ FP-2	dFosB act	Rtt109 Vps75	MITF TRPM1 HTS
12	-6	·	0	-1	5
41	-1	-1	10	2	-8
